GAA glycogen mod: alters human alpha-glucosidase cleavage of glycogen | 300,000 compounds, 0.38% hits | Potency, µM (highest dose often 76.4 µM), for inactives: at the top dose activity change, negative = inhibition, actives largely listed as inhibitors | recombinant GAA, glycogen substrate, Amplex Red glucose oxidase fluorescence | P10253 | AID 2100;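 also: 0% = full enzyme reaction and -100% = no-enzyme basal signal; the screen sought inhibitors and activators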
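Recombinant human enzyme (4 nM); glycogen substrate; 37 C, 40 min, pH 5.0. Readout: coupled glucose oxidase/Amplex Red fluorescence.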
Tau ThT inhib: blocks human tau fibril formation measured by thioflavin T | P10636 | recombinant tau K18 P301L, heparin-induced fibrillization, ThT fluorescence | Potency, µM (doses to about 57.4 µM), for the others: at the top dose activity, negative = inhibition, actives largely listed as inhibitors | 270,000 compounds, 2.1% hits; also: % is scaled to controls: 0 for no effect and ±100 for the full control effect; nearly all actives have a fitted effect of over 55% in size
Target sequence (P10636 561-689 P618L limits assumed): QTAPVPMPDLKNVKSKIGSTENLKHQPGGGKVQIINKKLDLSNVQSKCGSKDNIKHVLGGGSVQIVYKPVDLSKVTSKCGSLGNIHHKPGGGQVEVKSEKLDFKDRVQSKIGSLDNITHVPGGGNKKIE
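Heparin-induced (20 uM) aggregation of recombinant human K18 P301L tau, 15 uM unlabeled with 0.24 uM labeled, pH 7 acetate buffer, 6 hr at 37 C with compound. Fibrils quantified by 30 uM ThT fluorescence after 1 hr ambient incubation.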
GAA inh: blocks human lysosomal alpha-glucosidase; P10253; purified human GAA, 4-MU-alpha-glucoside fluorescence; Potency, µM (titrated, usually from 76.9 µM), for the others: top-dose activity change, negative = inhibition, actives largely listed as inhibitors; 200,000 compounds, 0.005% hits;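 also: plate controls were uninhibited enzyme wells for no effect and no-enzyme background for full effect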
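Fluorescence at Ex 365/Em 440 nm from 4-methylumbelliferone reported enzyme activity after 20 min at room temperature. Reactions used 4 nM enzyme and 400 uM substrate at pH 5.0; curves fitted with the Hill equation.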
GLA spleen mod: alpha-galactosidase A (human) modulation; P06280; human spleen homogenate, 4MU-alpha-Gal fluorescence, 40 min; Potency, µM (series often up to 80 µM), without a hit: at the highest dose activity change, negative = inhibition, actives largely listed as inhibitors; 240,000 compounds, 0.008% hits; AID 2107;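 also: 0% = enzyme with vehicle and -100% = no enzyme basal signal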
Target sequence (P06280 32-429 limits assumed): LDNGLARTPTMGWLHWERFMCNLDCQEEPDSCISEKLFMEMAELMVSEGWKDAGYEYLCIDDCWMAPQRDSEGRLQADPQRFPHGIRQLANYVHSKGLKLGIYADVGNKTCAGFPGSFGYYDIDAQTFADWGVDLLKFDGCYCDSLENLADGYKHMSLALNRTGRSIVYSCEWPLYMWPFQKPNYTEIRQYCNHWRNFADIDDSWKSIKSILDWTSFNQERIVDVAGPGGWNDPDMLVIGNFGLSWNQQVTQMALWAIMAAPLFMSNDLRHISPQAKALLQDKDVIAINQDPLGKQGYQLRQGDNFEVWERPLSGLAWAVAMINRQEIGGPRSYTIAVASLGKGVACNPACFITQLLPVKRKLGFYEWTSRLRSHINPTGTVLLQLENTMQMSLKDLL
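Human spleen homogenate (1 ug) was the enzyme source, with 4-methylumbelliferyl-alpha-D-galactopyranoside (1 mM final) in pH 5.0 citrate buffer with 0.01% Tween-20. Compounds were titrated; after 40 min at 37C, NaOH/glycine stop, 4-MU fluorescence read; AC50 from Hill fits.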
GAA spleen mod: inhibits or activates alpha-glucosidase in human spleen homogenate | P10253 | human spleen homogenate, 4-MU-alpha-glucoside fluorescence | Potency, µM (titrated, usually from 79.9 µM), without a hit: at the highest dose activity change, negative = inhibition, actives largely listed as inhibitors | 240,000 compounds, 0.006% hits | AID 2112;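 also: 0% = enzyme with vehicle and -100% = no enzyme basal signal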
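Human spleen homogenate (1 ug) incubated with compounds and 1 mM 4-methylumbelliferyl-alpha-D-glucopyranoside in pH 5.0 citrate/phosphate buffer, 37 C, 40 min. Stopped at pH 10; 4-MU fluorescence (Ex 365/Em 440 nm); AC50 by Hill fit.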
Tau fluor counter: counter-screen for tau fibril formation inhibitors; tau K18 P301L Alexa594 fluorescence, heparin fibrillization; Potency, µM (top dose mostly 57.7 µM), for inactives: at the highest dose activity change, negative = decrease; 280,000 compounds, 0.93% hits; AID 1463; also: % is scaled to controls: 0 for no effect and ±100 for the full control effect; nearly all actives have a fitted effect of over 55% in size
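Human K18 P301L tau (15 uM unlabeled plus 0.24 uM Alexa 594-labeled, final) in 100 mM sodium acetate pH 7 was mixed with compound and 20 uM heparin and incubated 6 hr at 37 C.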
HTT cytoprotect: cytoprotection in Huntington HTT-Q103 PC12 cell model; AID 1471; PC12 HTT-Q103 induced, cytoprotection, ATP luminescence, 40 h; 230,000 compounds, 0.14% hits; Potency, µM (series often up to 56.4 µM), for the others: cytoprotection (ATP increase), hits mostly activators;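 also: % of control where 0% means no effect; nearly all actives have a fitted effect of over 45% in size; toxic huntingtin expression switched on by the ecdysone agonist tebufenozide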
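Huntington model: PC12 line, ecdysone-inducible HTTQ103 exon1–GFP, tebufenozide 100 nM. Test articles in a dose series. Endpoint luminescence from cellular ATP.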
Tau fibril FP: blocks human tau fibril formation measured by polarization; K18 P301L tau heparin fibrillization, Alexa594 FP, 6 h; AID 1468; 280,000 compounds, 0.39% hits; Potency, µM (highest dose often 57.7 µM), for inactives: at the top dose activity, negative = inhibition, most hits filed as inhibitors; also: % is scaled to controls: 0 for no effect and ±100 for the full control effect; nearly all actives have a fitted effect of over 55% in size
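Heparin (20 uM) drove fibril formation of recombinant tau K18 P301L, 15 uM unlabeled with 0.24 uM Alexa 594 label, for 6 hr at 37 C in 100 mM sodium acetate pH 7. Fluorescence polarization (555/632 nm) read 1 hr after 30 uM ThT.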
* marks the source's active call; other numbers are inactive results; u = inconclusive; x = no result given; & = joins results of further samples; [ ] = another dose, or the depositor's remark. Calls follow the shape of the dose curve; as a rule, active = well fitted curve in the direction sought with a large enough effect; inconclusive = small, poorly fitted or top-dose-only effect, or another doubt; inactive = no such curve, though single readings can be large; an effect the other way counts as inactive or inconclusive. Potency is read from the fitted curve at half-maximal effect.

Every second line gives: GAA glycogen mod	Tau ThT inhib	GAA inh	GLA spleen mod	GAA spleen mod	Tau fluor counter	HTT cytoprotect	Tau fibril FP
> O=Cc1c(Sc2ccccn2)nc2ccccn2c1=O
→ 1%	u	-7%	-18%	-4%	-17%	-8%[1.9 µM]	-15%
> Cc1c(NC(=O)CCCCCN2C(=O)c3ccccc3C2=O)c(=O)n(-c2ccccc2)n1C
→ 12%	3%	-2%	-7%	-3%	4%	x	-9%
> O=S(=O)(NCC1CCCO1)c1ccc(S(=O)(=O)N(Cc2ccc(F)cc2)Cc2ccco2)cc1 (stereo unspecified)
→ -4%	5%	3%	u	-8%	-11%	-6%[10 µM]	-5%
> CCOc1cc(C(=O)Nc2ccc(-c3cn4cccnc4n3)cc2)cc(OCC)c1OCC
→ u	u	x	x	x	u	x	-12%
> CCCn1c(=N)c(C(=O)NC2CCCC2)cc2c(=O)n3cccc(C)c3nc21
→ 11%[76.3 µM]	5%&-4%	u	10%	3%	5%&1%	-11%[10 µM]	2%&1%
> COc1ccc2ccccc2c1/C=N/NC(=S)Nc1cc(S(=O)(=O)N2CCOCC2)ccc1N1CCOCC1
→ 6%	4%	-3%	2%	8%	-11%	33%[10 µM]	-10%
> CCN=C1S/C(=C\c2ccc(OC)c(OCC)c2)C(=O)N1CC
→ 2%	-1%	1%	1%	-2%	-6%	11%[10 µM]	-1%
> COc1cc(C(=O)O)nc2ccccc12
→ -4%	-5%	1%	-4%	-3%	-9%	-18%[0.074 µM]	-5%
> CCOC(=O)c1cccc(-n2c(-c3ccc(OC)cc3)nc3nc4ccccc4nc32)c1
→ 5%	-14%	u	4%	-5%	-7%	20%[10 µM]	1%
> CCN(CC(=O)Nc1ccccc1OC)CC(=O)Nc1c(Cl)ccc(C)c1Cl
→ -3%	-12%	4%	-1%	3%	-12%	-33%	6%
> COc1cc2ncnc(NCc3ccccc3)c2cc1OC
→ -11%	-6%	-5%	7%	6%	1%	8%[10 µM]	0%
> CC(C)(C)C(=O)CSc1nc(N)cc(=O)[nH]1
→ -6%	-7%	1%	8%	-2%	-8%	-28%	-5%
> COc1ccc(C(NC(=O)c2cccc(F)c2)c2ccccc2)cc1 (stereo unspecified)
→ 9%	1%	u	-5%	-7%	-11%	1%[10 µM]	-11%
> CCOC(=O)c1ccc(NC2=CC(=O)CC(c3ccco3)C2)cc1 (stereo unspecified)
→ 19%	-14%	-3%	-2%	3%	-5%	-31%	-1%
> CN(C)c1ccc(C(CNC(=O)c2ccc(F)cc2)c2c[nH]c3ccccc23)cc1 (stereo unspecified)
→ 4%	u	0%	-6%	-4%	25µM*[quencher]	-8%[10 µM]	19%
> CCOC(=O)c1ccccc1NC(=O)CSc1nnc(CC)n2c1cc1occc12
→ 16%[76.3 µM]	u	x	x	x	-14%	x	-2%
> CCSc1cc(N2CC(C)OC(C)C2)nc(-c2ccccc2Cl)n1 (stereo unspecified)
→ -5%	-9%	-10%	3%	-3%	-12%	-8%	-8%
> COC(=O)Cc1c(C)c2ccc3c(c2oc1=O)CN(Cc1ccccc1OC)CO3
→ 7%[76.3 µM]	u	x	x	x	u	x	-8%
> COCCCNC(=O)CSc1nc2ccccc2c(=O)n1CCCC(=O)NCC1CCCO1 (stereo unspecified)
→ 8%	-2%	-6%	-3%	-8%	-1%	-2%	0%
> CSc1cccc(NC(=O)Nc2ccccc2C(N)=O)c1
→ -3%	-8%	x	-7%	-11%	-13%	2%[10 µM]	-1%
> O=C(CSc1ncn[nH]1)Nc1ccnc2ccccc12
→ 4%	1%	0%	1%	-2%	1%	-2%	11%
> O=C(COC(=O)Cn1cnc2ccccc21)Nc1cccc2c1C(=O)c1ccccc1C2=O
→ -6%	u	-3%	-1%	2%	u	-4%[10 µM]	2%
> COc1ccc(CNC(=O)Nc2ccc(C)c(C)c2)cc1
→ 5%	-14%	3%	-3%	-1%	-15%	-8%	-2%
> O=[N+]([O-])c1ccc(CN2CCN(Cc3c[nH]c4ccccc34)CC2)cc1
→ -10%	-7%	0%	0%	5%	-10%	-39%[inhibitor]	2%
> CCCc1cc(=O)oc2c3c(c4c(c12)OC(C)(C)C=C4)OC(C)C(C)C3O (stereo unspecified)
→ -11%	-21%	0%	1%	-9%	-18%	8%[10 µM]	2%
> Cn1cc(Br)c(C(=O)n2cc(Br)cn2)n1
→ -6%	-9%	u	0%	-2%	-6%	-3%[10 µM]	-7%
> COc1ccc(-c2nnc(SCC(=O)Nc3cccc(Cl)c3)o2)cc1
→ -1%	-7%	-4%	-9%	-22%	-8%	-30%[10 µM]	u
> COc1ccc(/C=C/C(=O)OCCNC(=O)c2ccncc2)cc1OC
→ 4%	u	9%	8%	2%	-1%	-28%	-1%
> O=C(Nc1ccccc1N(C(=O)c1ccco1)S(=O)(=O)c1cccs1)c1ccco1
→ -4%	u	-2%	11%	5%	-17%	4%	5%
> Cc1ccc2c(c1)-c1c(cnn1CC(=O)Nc1ccccc1N1CCN(C)CC1)CO2
→ -3%	-3%	4%	-4%	-20%	-11%	-21%	1%

For convenience, part of the list above.
Every second line gives: GAA glycogen mod	Tau ThT inhib	GAA inh	GLA spleen mod	GAA spleen mod	Tau fluor counter	HTT cytoprotect	Tau fibril FP
> COc1ccc(/C=C/C(=O)OCCNC(=O)c2ccncc2)cc1OC
→ 4%	u	9%	8%	2%	-1%	-28%	-1%
> O=C(Nc1ccccc1N(C(=O)c1ccco1)S(=O)(=O)c1cccs1)c1ccco1
→ -4%	u	-2%	11%	5%	-17%	4%	5%
> Cc1ccc2c(c1)-c1c(cnn1CC(=O)Nc1ccccc1N1CCN(C)CC1)CO2
→ -3%	-3%	4%	-4%	-20%	-11%	-21%	1%

Ordered by SMILES length (rising): 5 of the compounds above
Every second line gives: GAA glycogen mod	Tau ThT inhib	GAA inh	GLA spleen mod	GAA spleen mod	Tau fluor counter	HTT cytoprotect	Tau fibril FP
> CC(C)(C)C(=O)CSc1nc(N)cc(=O)[nH]1
→ -6%	-7%	1%	8%	-2%	-8%	-28%	-5%
> COc1ccc(C(NC(=O)c2cccc(F)c2)c2ccccc2)cc1 (stereo unspecified)
→ 9%	1%	u	-5%	-7%	-11%	1%[10 µM]	-11%
> COC(=O)Cc1c(C)c2ccc3c(c2oc1=O)CN(Cc1ccccc1OC)CO3
→ 7%[76.3 µM]	u	x	x	x	u	x	-8%
> CN(C)c1ccc(C(CNC(=O)c2ccc(F)cc2)c2c[nH]c3ccccc23)cc1 (stereo unspecified)
→ 4%	u	0%	-6%	-4%	25µM*[quencher]	-8%[10 µM]	19%
> O=S(=O)(NCC1CCCO1)c1ccc(S(=O)(=O)N(Cc2ccc(F)cc2)Cc2ccco2)cc1 (stereo unspecified)
→ -4%	5%	3%	u	-8%	-11%	-6%[10 µM]	-5%

Other records.
Every second line gives: GAA glycogen mod	Tau ThT inhib	GAA inh	GLA spleen mod	GAA spleen mod	Tau fluor counter	HTT cytoprotect	Tau fibril FP
> C=CCSc1nc2sc(C)c(C)c2c(=O)n1CC=C
→ -5%	-19%	-5%	-1%	0%	-12%	-13%[1.9 µM]	-9%
> CCOc1ccc(NC(=O)CCC(=O)O)cc1
→ -1%	-6%	0%	-10%	-4%	-6%	36%	-2%
> Cc1c(OCc2ccccc2)c(=O)ccn1Cc1ccccc1
→ -2%	-4%	9%	16%	4%	4%	-4%	0%
> O=CNC(=O)c1ccccc1C(=O)O
→ 3%	-3%	-6%	9%	2%	3%	-9%	3%
> CCCc1nc2ccc(NC(=O)c3ccco3)cc2c(=O)n1Cc1ccc(Cl)cc1
→ -10%	-6%	-5%	11%	1%	u	12%	-16%
> CN(C)CCCCOc1ccc(Br)cc1Cl
→ 0%	-1%	14%	4%	2%	0%	-35%	3%
> COc1ccc(S(=O)(=O)N2CCNCC2)cc1OC
→ 7%	-4%	-2%	0%	-2%	-13%	-22%	1%
> Cc1occc1C(=O)Nc1cc(C(F)(F)F)ccc1Cl
→ -3%	-8%	u	8%	0%	-6%	5%	-3%
> CN1/C(=C\C(=O)COC(=O)c2ccc(O)cc2)C(C)(C)c2ccccc21
→ -5%	u	x	-3%	-2%	-25%	13%[10 µM]	-5%
> Cc1ccc(Cl)cc1N1CCN(Cc2cc3c(cc2O)CCC3)CC1
→ 12%	-16%	4%	1%	-23%	-13%	-25%	8%
> O=C(NCc1ccccc1)C1=C[C@@H](c2csc3ccccc23)C[C@@H](OCCCCO)O1
→ 4%	u	x	-7%	-4%	-22%	-60%[inhibitor][10 µM]	3%
> CCCCn1c(=O)[nH]c2ccccc21
→ -14%	-13%	2%	-3%	-2%	-11%	-3%	-5%
> Cc1ccc(S(=O)(=O)N2CCC(=O)N(C(COCc3ccc(C(F)(F)F)cc3)Cc3ccccc3)CC2)cc1 (stereo unspecified)
→ -6%	u	-14%	6%	3%	-16%	x	-4%
> C=CCC(NCc1ccco1)c1ccc(OC)c(OC)c1 (stereo unspecified)
→ 4%	-5%	-1%	3%	-2%	-5%	-8%	1%
> CCCc1cc(=O)[nH]c(SCC(=O)c2cc(C)n(C3CC3)c2C)n1
→ -1%	u	2%	-5%	-14%	-8%	-15%	-11%
> CCC(=O)N1CCc2cc(S(=O)(=O)N3CCN(C(=O)c4ccco4)CC3)ccc21
→ 3%	-3%	u	4%	0%	-2%	-30%	-1%
> Cc1cccc(Nc2nnc(-c3ccc(C)c(S(=O)(=O)N4CCCCC4)c3)c3ccccc23)c1
→ -7%[76.3 µM]	3%	x	x	x	u	x	u
> Cc1ccnc(NC(=O)c2ccc([N+](=O)[O-])o2)c1
→ 3%	-12%	-2%	5%	-6%	-7%	-9%	-6%
> COC(=O)CC1Oc2ccc(Cl)cc2-n2cc(-c3ccc(F)cc3)nc21 (stereo unspecified)
→ 15%[76.3 µM]	-3%	x	x	x	-15%	x	-12%

Bioassay records deposited in PubChem by National Center for Advancing Translational Sciences (NCATS).
